TRPC4 potent – allosteric potentiators of mouse TRPC4 channel | Q9QUQ5 | B-score at 10 µM | 310,000 compounds, 0.42% hits | HEK293 TRPC4beta/mu-opioid, DAMGO EC20, Fluo-4 Ca2+ flux; stronger effect = higher value;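 active = B-score of calcium response area above 5 SD of library B-scores, with initial fluorescence ratio within 5 SD of library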;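 note: B-score of integrated fluorescence ratio over time as area under calcium response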
TRPC6 inh – inhibitors of mouse TRPC6 channel; HEK293-TRPC6, membrane potential dye, ACh-evoked depolarization; stronger effect = lower value; 310,000 compounds, 1.1% hits; B-score at 10 µM; Q61143;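 active = B-score under library mean minus 3 SD, initial fluorescence not abnormally high, positive integrated signal ratio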;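 note: B-score derived from integrated fluorescence ratio over the kinetic read; more negative B-score means stronger inhibition of depolarization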
Target sequence (Q61143 whole entry, looked up): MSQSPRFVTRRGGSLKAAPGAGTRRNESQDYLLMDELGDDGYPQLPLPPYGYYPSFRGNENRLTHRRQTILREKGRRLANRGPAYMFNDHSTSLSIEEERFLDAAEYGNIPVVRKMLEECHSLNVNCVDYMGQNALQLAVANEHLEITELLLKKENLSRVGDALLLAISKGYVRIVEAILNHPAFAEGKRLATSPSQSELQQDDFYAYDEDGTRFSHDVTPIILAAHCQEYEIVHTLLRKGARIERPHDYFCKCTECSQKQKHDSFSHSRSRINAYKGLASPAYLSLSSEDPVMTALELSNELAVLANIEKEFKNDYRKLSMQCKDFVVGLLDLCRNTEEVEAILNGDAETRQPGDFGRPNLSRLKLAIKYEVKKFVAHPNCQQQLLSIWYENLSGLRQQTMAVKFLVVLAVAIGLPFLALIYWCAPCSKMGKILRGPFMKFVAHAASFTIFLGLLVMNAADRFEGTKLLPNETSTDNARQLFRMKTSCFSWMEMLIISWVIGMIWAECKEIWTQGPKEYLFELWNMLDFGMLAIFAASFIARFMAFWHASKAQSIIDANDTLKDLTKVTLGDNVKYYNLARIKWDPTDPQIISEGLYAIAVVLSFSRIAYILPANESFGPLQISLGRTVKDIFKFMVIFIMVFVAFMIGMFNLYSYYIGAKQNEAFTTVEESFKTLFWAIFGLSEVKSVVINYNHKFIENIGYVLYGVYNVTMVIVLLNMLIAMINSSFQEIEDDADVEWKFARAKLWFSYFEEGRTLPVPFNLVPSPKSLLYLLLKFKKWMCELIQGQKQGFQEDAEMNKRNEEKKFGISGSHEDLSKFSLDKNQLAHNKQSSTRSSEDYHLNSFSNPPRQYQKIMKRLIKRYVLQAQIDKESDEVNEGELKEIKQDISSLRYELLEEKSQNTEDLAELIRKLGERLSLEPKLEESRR
TRPC4 agonist – opens the mouse TRPC4 cation channel | Q9QUQ5 | HEK293 TRPC4beta/mu-opioid, Fluo4 calcium fluorescence; stronger effect = higher value | B-score at 10 µM | 310,000 compounds, 0.49% hits | AID 2237;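 active = B-score above 5 SD of library B-scores, and initial fluorescence ratio not above library mean plus 5 SD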;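 note: positive B-score marks a calcium rise read as TRPC4 activation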
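Assay system: HEK293 stable line with TRPC4beta plus mu-opioid receptor; schedule: 45 min room-temperature Fluo4 loading, 110 s read; technique: kinetic Fluo4 calcium fluorescence; evaluation: integrated baseline-normalised fluorescence ratio, converted to per-well B score; controls: buffer (low) and maximal DAMGO (high)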
TRPC4 inh – TRPC4 (mouse) channel inhibition | Q9QUQ5 | HEK293 TRPC4beta/mu-opioid, DAMGO-evoked Fluo4 calcium flux; stronger effect = lower value | B-score at 10 µM | 300,000 compounds, 0.39% hits | AID 2247;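 active = B-score over 3 SD under the library average, no early fluorescence shift, positive overall ratio signal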
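test system = HEK293 cells with stable TRPC4beta plus mu-opioid receptor expression | detection = Fluo4 Ca2+ flux fluorescence | read-out = integrated fluorescence ratio relative to baseline, converted to per-well B score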
RGS4 inh – inhibitors of human RGS4; P49798; HEK293 M3R/RGS4 inducible, Fluo-4 calcium flux; stronger effect = higher value; triggered by carbachol at its EC20; B-score at 10 µM; 310,000 compounds, 0.45% hits; AID 463165;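 active = B-score, a plate-corrected calcium signal, over three deviations above library mean, with baseline fluorescence within five deviations of library mean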;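 note: RGS4 expression induced by doxycycline in cells with stable M3 receptor; B-score is computed from the integrated fluorescence ratio over baseline after carbachol; higher B-score means a larger calcium signal and so more RGS4 inhibition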
MrgX1 allo act – human MrgX1 positive allosteric modulation, primary screen. 310,000 compounds, 0.63% hits. B-score at 10 µM. AID 588675. MrgX1-HEK293, Fluo-4 calcium flux, FDSS; stronger effect = higher value. Q96LB2;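 active = plate-corrected calcium response at least 3 library SD above typical, normal starting fluorescence, not activating the receptor alone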;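 note: compound read alongside a low EC10 to EC30 dose of BAM8-22 agonist; peak minus trough fluorescence over baseline measured at the second addition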
TRPC6 act – mouse TRPC6 channel activation | HEK293-TRPC6 membrane potential dye fluorescence; stronger effect = higher value | B-score at 10 µM | 310,000 compounds, 0.13% hits;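 active = B-score of the integrated fluorescence ratio above library mean plus 3 SD, and starting fluorescence ratio within library mean plus 5 SD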;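 note: higher score means more depolarization so channel activation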
MrgX1 ag – human MrgX1 receptor agonism, primary screen. Q96LB2. MrgX1-HEK293 cells, Fluo-4 calcium fluorescence, agonist mode; stronger effect = higher value. B-score at 10 µM. 310,000 compounds, 0.44% hits;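 active = calcium response B-score plate-corrected fluorescence ratio at least 3 library SD, with starting fluorescence B-score inside 5 SD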
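Material: MrgX1-expressing HEK293 cells; input: 15,000 cells per well; doses: test compound given as first of three sequential additions; schedule: overnight plating before 1 h dye loading; technique: Fluo-4 NW calcium-flux fluorescence, kinetic read; evaluation: baseline-normalised fluorescence change ratio, B-scored; control set: plate-wise positive and negative controls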
ANO1 activ – activators or potentiators of mouse TMEM16A chloride channel. B-score at 10 µM. 340,000 compounds, 0.3% hits. HEK293 TMEM16A/YFP-H148Q/I152L, iodide quench fluorescence; stronger effect = lower value. Q8BHY3;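 active = fluorescence-ratio B-score plate-corrected deviation score at least 3 library SD below zero, with starting fluorescence score within 5 deviations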;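 note: channel opened by trigger with iodide after compound preincubation; score built on the fluorescence ratio of max minus min over baseline; more negative score means more quench and so TMEM16A activation or potentiation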
MrgX1 antag – blocks BAM8-22 activation of human MrgX1 receptor; B-score at 10 µM; MRGX1-HEK293 calcium flux, Fluo-4, BAM8-22 antagonism; stronger effect = lower value; 310,000 compounds, 1.3% hits; Q96LB2;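 active = calcium-response B-score plate-corrected more than 3 library SD below zero, starting fluorescence within 5 deviations, no agonist response on first addition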;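 note: peak minus trough fluorescence over baseline after final BAM8-22 challenge near maximal dose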
TMEM16A inh – inhibitors of mouse TMEM16A calcium-activated chloride channel. AID 588511. normalized B-score (activity score, 25-100; higher = stronger inhibition) at 10 µM. 310,000 compounds, 1.2% hits. HEK293 TMEM16A/YFP iodide influx fluorescence, ionomycin;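 active = ratio plate-corrected score three or more library SD toward inhibition, starting fluorescence score within five deviations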;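 note: score derived from kinetic fluorescence span divided by baseline fluorescence per well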
* marks the source's active call; other numbers are inactive results; i = inactive; / = not tested or not shown.

SMILES	TRPC4 potent	TRPC6 inh	TRPC4 agonist	TRPC4 inh	RGS4 inh	MrgX1 allo act	TRPC6 act	MrgX1 ag	ANO1 activ	MrgX1 antag	TMEM16A inh
Cn1c(=O)c2cc(S(=O)(=O)NC(C(=O)NCc3ccccn3)c3ccccc3)ccc2n(C)c1=O (stereo not given)	i	i	i	i	i	i	i	i	i	i	i
COc1ccc(NC(=S)Nc2cccc3cnccc23)cc1	i	i	i	i	i	i	i	i	i	i	i
O=C(O)c1ccc(CS(=O)c2cccc(C(F)(F)F)c2)o1 (stereo not given)	i	i	i	i	i	i	i	i	i	i	i
COc1cccc(CNC(=O)CCNC(=O)c2ccc(Br)o2)c1	i	i	i	i	i	i	i	i	i	i	i
CCCSc1nnc(NC(=O)Cc2ccc(OC)c(OC)c2)s1	i	i	i	i	i	i	i	i	i	i	i
CC(=O)Nc1ccc(N(C(=O)Cc2c[nH]c3ccccc23)C(C(=O)NC2CCCCC2)c2ccco2)cc1 (stereo not given)	i	i	i	i	i	i	i	i	i	i	i
CCc1cc(=O)n2[nH]c(C)c(-c3ccccc3OC)c2n1	i	i	i	i	i	i	i	i	i	i	i
O=C1c2ccccc2CN1CCSC(=S)N1CCSCC1	i	i	i	i	i	i	i	i	/	i	i
CCCN(CC(=O)Nc1ccccc1C)C(=O)CCN1C(=O)c2cccc([N+](=O)[O-])c2C1=O	i	i	i	i	i	i	i	i	i	i	i
CCC1CSC(Nc2ccc(C(=O)/C=C/c3cccc(C)c3)cc2)=N1 (stereo not given)	i	i	i	i	i	i	i	i	i	i	i
Cc1ccc(S(=O)(=O)Oc2ccccc2/C=C2\SC(=O)NC2=O)cc1	i	i	i	i	i	i	i	i	i	i	i
CC(=O)N1CCN(c2nc(CC(C)C)c3c(c2C#N)CCC3)CC1	i	i	i	i	i	i	i	i	i	i	i
Cc1ccc2c(Cl)cc(Cl)c(OCC(=O)O)c2n1	i	i	i	i	i	i	i	i	i	i	i
CC(Oc1ncnc2ccccc12)C(=O)Nc1cccc(S(=O)(=O)N2CCOCC2)c1 (stereo not given)	i	i	i	i	i	i	i	i	i	i	i
CCN(C(=O)COC(=O)c1cc(-c2ccccc2)nc2c1c(C)nn2-c1ccccc1)C1CCS(=O)(=O)C1 (stereo not given)	i	i	i	i	i	i	i	i	i	i	i
Cc1cc(C(=O)Nc2ccc(OCc3ccccc3)cc2)c(C)o1	i	i	i	i	i	i	i	i	i	i	i
O=C(COc1c(Br)cc(Br)c2cccnc12)N1CCc2ccccc2C1	i	i	i	i	i	i	i	i	i	i	i
CCOc1cc(N2CCOCC2)c(OCC)cc1NC(=O)CN1CCCC1	i	i	i	i	i	i	i	i	i	i	i
Cc1ccc(OCC(=O)N2CCCCC2)c(Br)c1	i	i	i	i	i	i	i	i	i	i	i
COc1ccc(NC(=O)COC(=O)c2ccc(NS(=O)(=O)/C=C/c3ccccc3)cc2)cc1	i	i	i	i	i	i	i	i	i	i	i
CC(C)(C)C(=O)Nc1cc2c3c(c1)CCC(=O)N3CCC2	i	i	i	i	i	i	i	i	i	i	i
S=C(Nc1ccccc1Cl)NC1CCC(NC(=S)Nc2ccccc2Cl)CC1 (stereo not given)	i	i	i	i	i	i	i	i	i	i	i
Nn1c(Cc2cccc3ccccc23)n[nH]c1=S	i	i	i	i	i	i	i	i	i	i	i
COc1ccccc1N1CCN(C(=O)Nc2ccc(F)c(Cl)c2)CC1	i	i	i	i	i	i	i	i	i	i	i
COc1ccc(OC)c(CNC(=O)C2CCC(=O)N(CCCN3CCCC3=O)C2)c1 (stereo not given)	i	i	i	i	i	i	i	i	i	i	i
O=C(CCNC(=O)c1ccc(Br)cc1)Nc1cccc(S(=O)(=O)N2CCCC2)c1	i	i	i	i	i	i	i	i	i	i	i
Cc1ccc(CSc2nnc(SCC(=O)N/N=C/c3ccc(C(=O)O)cc3)s2)cc1	i	i	i	i	i	i	i	i	i	-5.15*	i
Cc1cc(C)c(S(=O)(=O)NCc2ccc3c(c2)OCO3)c(C)c1	i	i	i	i	i	i	i	i	i	i	i
NC(=O)C1CCN(C(=O)CSc2nc3ccccc3[nH]2)CC1	i	i	i	i	i	i	i	i	i	i	i
CCN1C(=O)c2ccccc2Sc2ccc(C(=O)NCCCN3CCCCC3)cc21	i	i	i	i	i	i	i	i	i	i	i
Cc1cccc(OCc2nc(C#N)c(NCc3ccc4c(c3)OCO4)o2)c1	i	i	i	i	i	i	i	i	i	i	i
Cc1cc(C)n2nc(C(=O)N(C)C(c3ccccc3)c3ccccc3)nc2n1	i	i	i	i	i	i	i	i	i	i	i
N#CCN1CCN(CC(=O)c2ccc(Br)cc2)CC1	i	i	i	i	i	i	i	i	i	i	i
Cc1ccnc(NS(=O)(=O)c2ccc(NC(=O)c3ccc([N+](=O)[O-])s3)cc2)n1	i	i	i	i	i	i	i	i	i	i	i
CCOC(=O)c1nnc2ccnn2c1N	i	i	i	i	i	i	i	i	i	i	i
COC(=O)c1cc(NS(=O)(=O)c2ccc(OC)c(OC)c2)ccc1Cl	i	i	i	i	i	i	i	i	i	i	i
COc1cccc(-c2n[nH]c3c2CCC3)c1	i	i	i	i	i	i	i	i	i	i	i
COc1ccc(OC)c(-n2nnnc2SCC(=O)NCCc2ccccc2)c1	i	i	i	i	i	i	i	i	i	i	i
O=C(Cc1c[nH]c2ccccc12)Nc1nccs1	i	i	i	i	i	i	i	i	i	i	i
CC(C)c1ccc(NC(=O)NCc2ccccn2)cc1	i	i	i	i	i	i	i	i	i	i	i
Cc1cccc(NC(=O)C2(c3cccs3)CCOCC2)c1	i	i	i	i	i	i	i	i	i	i	i
COc1cccc(/C=N/Nc2nc3ccccc3[nH]2)c1O	i	i	i	i	i	i	i	i	i	i	i
Cn1cnc2c1c(=O)n(Cc1cccc(F)c1)c(=O)n2C	i	i	i	i	i	i	i	i	i	i	i
Cc1cc(C)cc(N(CCC(=O)Nc2nnc(C3CC3)s2)S(=O)(=O)c2ccc(Cl)cc2)c1	i	i	i	i	i	i	i	i	i	i	i
COc1ccc(/C=N/NC(=O)Cc2csc(Nc3cccc(C(F)(F)F)c3)n2)c(OC)c1	i	i	i	i	i	i	i	i	i	i	i
COc1ccccc1N(C)S(=O)(=O)c1ccc(C(=O)NC2CCCCCC2)cc1	i	i	i	i	i	i	i	i	i	i	i
O=C(CCC(=O)Nc1cccnc1)Nc1cccnc1	i	i	i	i	i	i	i	i	i	-4.84*	i
Cc1ccc(CN2CCN(C(=O)C3CCC3)CC2)cc1	i	i	i	/	i	i	i	i	i	i	i
COC(=O)c1ccc(NC(=O)c2ccc(F)cc2)o1	i	i	i	i	i	i	i	i	i	i	i
Cc1ccc2nc(-c3ccc(NC(=O)CN(C)S(=O)(=O)c4ccccc4)cc3)sc2c1	i	i	i	i	i	i	i	i	/	-4.7*	i
Cc1ccc(NC(=O)N(Cc2nc3ccccc3c(=O)[nH]2)Cc2cccs2)cc1	i	i	i	i	i	i	i	i	i	i	i
COC(=O)c1cc(NS(=O)(=O)c2ccc(N3CCOCC3)c([N+](=O)[O-])c2)cc(C(=O)OC)c1	i	i	i	i	i	i	i	i	i	i	i
COc1ccc(NC(=O)CSc2nc(-c3ccc(C)cc3)cc(C(F)(F)F)c2C#N)cc1	i	i	i	i	i	i	i	i	i	i	i
O=C1CCC/C(=N/NC(=O)c2ccc(CN3c4cccc5cccc(c45)S3(=O)=O)cc2)C1	i	i	i	i	i	i	i	i	i	i	i
Oc1ccccc1C1=Nc2nc3ccccc3n2C(c2ccccc2)C1 (stereo not given)	i	i	i	i	i	16.8*	i	i	i	i	i
NC(=O)Nc1ccc(Nc2ccccc2)cc1	i	i	i	i	i	i	i	i	i	i	i
CC1CCN(C(=S)c2ccccc2O)CC1	i	i	i	i	i	i	i	i	i	i	i
Cc1ccc2sc(NNC(=O)c3cc(=O)c4ccccc4o3)nc2c1C	i	i	i	i	i	i	i	i	i	-8.74*	100*
O=C(OC1CCOC1=O)c1cc(-c2cccs2)nc2ccccc12 (stereo not given)	i	i	i	i	i	i	i	i	i	i	i
CCOC(=O)C1CCCN(C(=O)c2ccc(OC)c([N+](=O)[O-])c2)C1 (stereo not given)	i	i	i	i	i	i	i	i	i	i	i
(continued)
SMILES	TRPC4 potent	TRPC6 inh	TRPC4 agonist	TRPC4 inh	RGS4 inh	MrgX1 allo act	TRPC6 act	MrgX1 ag	ANO1 activ	MrgX1 antag	TMEM16A inh
COCCNC(=O)Cn1c(=O)oc2cc(S(=O)(=O)N3CC(C)CC(C)C3)ccc21 (stereo not given)	i	i	i	i	i	i	i	i	i	i	i
CCc1nc(OCc2ccccc2)c2sc3nc4c(cc3c2n1)COC(C)(C)C4	i	i	i	i	i	i	i	i	i	i	i
O=C(OCCOc1cccc(Cl)c1)c1ccc2ncsc2c1	i	i	i	i	i	i	i	i	i	i	i
COc1ccc(N2CC(O)=C(c3nc(-c4ccc(F)cc4)cs3)C2=N)cc1OC	i	i	i	i	i	i	i	i	i	-6.75*	i
CCn1ncc(C2=NOC(C(=O)Nc3c(C)nn(Cc4ccc(F)cc4)c3C)C2)c1C (stereo not given)	i	i	i	i	i	i	i	i	i	i	i
CC(C)(C)C(=O)Cn1nnc(-c2ccc(C(F)(F)F)cc2)n1	i	i	i	i	i	i	i	i	i	i	i
CCc1ccc(OCC(=O)NC2CC(C)(C)NC(C)(C)C2)cc1	i	i	i	i	i	i	i	i	i	i	i
O=C(/C=C/c1ccc(F)cc1)c1ccccc1Br	i	i	i	i	i	i	i	i	i	i	i
CC(=O)Nc1ccc(NC(=O)c2cc(-c3cc(C)cc(C)c3O)n[nH]2)cc1	i	i	i	i	i	i	i	i	i	i	i

Source: PubChem (Johns Hopkins Ion Channel Center)
